FXN GAA850 act = activators of GAA850 frataxin (FXN) promoter. actives 0.56% (n = 360,000). activation, % at 6 µM. HEK293 lucGAA850 FXN promoter luciferase reporter, 24 h; percent of 10 µM SAHA response;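 active = activation above the average of all compounds screened plus 3 SD, cutoff fixed separately per campaign, cut at about 7.5% in these data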;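 also: 0% = DMSO wells and 100% = 10 µM SAHA wells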
DAX1 inh-1 = DAX1 (NR0B1) inhibition, primary screen | HEK293T StAR-luciferase reporter, SF-1/DAX-1 repression relief | inhibition, % at 6.8 µM | actives 1.1% (n = 370,000) | AID 652010;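 active = inhibition above the mean over all tested compounds plus 3 SD, cut at about 3.6% in these data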;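 also: 0% = DAX-1 cells with DMSO and 100% = cells lacking DAX-1 with DMSO; higher inhibition means more luminescence from relief of DAX-1 repression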
PLC-gamma1 inh = blocks human PLC-gamma1 enzyme activity | P19174 | purified PLC-gamma1, fluorogenic substrate, fluorescence | inhibition, % at 12.2 µM | actives 0.84% (n = 370,000) | AID 720700; in the data active = inhibition above about 9.5%
PLCb3 inh = blocks human PLC-beta3 enzyme activity | Purified PLC-beta3, fluorogenic substrate, fluorescence | actives 0.18% (n = 370,000) | Q01970 | inhibition, % at 12.2 µM | AID 720704; in the data active = inhibition above about 11%;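 also: 0% = median of compound wells on plate and 100% = full blocker control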
DAX1 inh-2 = NR0B1 (DAX1) inhibition | P51843 | HEK293 Gal4-DAX1 luciferase reporter, luminescence | inhibition, % at 6.75 µM | actives 0.99% (n = 340,000) | AID 504766;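 active = inhibition above the mean over all tested compounds plus 3 SD, cut at about 4.2% in these data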;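 also: 0% = DAX1-transfected cells with DMSO and 100% = empty-vector control cells with DMSO; inhibition shows as a rise in luminescence from relieved DAX1 repression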
ssDAF-12 act = activates DAF-12 receptor from parasite S. stercoralis; HEK293 ssDAF-12/GRIP1 lit1-tk-luc reporter, luminescence; % of 3 µM dafachronic acid response; activation, % at 6.8 µM; actives 1% (n = 370,000); AID 652126;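 active = activation above the mean over all tested compounds plus 3 SD, cut at about 0.9% in these data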;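 also: 0% = DMSO-only wells and 100% = 3 µM delta7-dafachronic acid wells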
hcDAF12 agonist = activates DAF-12 receptor from parasite H. contortus; HEK293 hcDAF-12 lit1-tk-luc reporter, luminescence; 0% DMSO, 100% Δ7-dafachronic acid; actives 1.4% (n = 370,000); AID 652067; activation, % at 6.8 µM;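 active = activation above the mean of all tested compounds plus 3 SD, cut at about 5.5% in these data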;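 also: 100% = response to 3 µM Δ7-dafachronic acid high control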
ADAM17 inh = inhibitors of human ADAM17; P78536; recombinant ADAM17, EDANS/DABCYL FRET peptide cleavage; inhibition, % at 6.95 µM; actives 0.83% (n = 370,000); AID 720648;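 active = inhibition above the mean of compounds lying between control limits plus 3 SD, set per campaign, cut at about 8.5% in these data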;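 also: 0% = DMSO-only wells as the low control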
HGIII-sPLA2 inh = Blocks human group III sPLA2 activity. Q9NZ20. AID 743126. inhibition, % at 12.2 µM. actives 0.56% (n = 370,000). QFRET BODIPY PC-A2 liposome hydrolysis, fluorescence;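 active = inhibition above mean plus 3 SD of compounds lying within the high and low control bounds, cut at about 19% in these data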;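 also: 0% = median of test compound wells and 100% = no enzyme DMSO wells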
Target sequence (Q9NZ20 whole entry, looked up): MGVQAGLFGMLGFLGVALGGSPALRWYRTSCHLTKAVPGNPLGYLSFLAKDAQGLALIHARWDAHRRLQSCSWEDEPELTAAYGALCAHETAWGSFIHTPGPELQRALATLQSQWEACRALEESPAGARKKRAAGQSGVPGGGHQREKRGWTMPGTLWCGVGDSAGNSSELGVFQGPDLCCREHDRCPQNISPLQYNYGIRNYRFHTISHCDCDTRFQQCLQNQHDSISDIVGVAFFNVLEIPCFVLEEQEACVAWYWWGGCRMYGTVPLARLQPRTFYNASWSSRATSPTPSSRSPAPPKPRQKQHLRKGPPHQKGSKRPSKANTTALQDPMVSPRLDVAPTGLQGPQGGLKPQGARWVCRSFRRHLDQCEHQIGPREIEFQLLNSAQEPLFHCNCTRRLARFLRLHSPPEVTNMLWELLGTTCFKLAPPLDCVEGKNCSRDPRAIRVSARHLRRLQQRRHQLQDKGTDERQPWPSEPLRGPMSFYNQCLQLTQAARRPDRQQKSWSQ
hgDAF12 agonist = activates the H. glycines DAF-12 receptor ligand-binding domain | HEK293 GAL4-hgDAF12 UAS-luciferase reporter, agonist luminescence; normalized to butyrate control | activation, % at 6.8 µM | actives 1.8% (n = 370,000);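 active = activation above a cutoff set at the mean of all screened compounds plus 3 SD, cut at about 10% in these data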;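 also: 0% = DMSO wells and 100% = sodium butyrate wells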
ADAM10 inh = ADAM10 inhibition, QFRET primary screen. O14672. recombinant ADAM10, EDANS/DABCYL FRET peptide cleavage, 3 h. inhibition, % at 7 µM. actives 0.62% (n = 370,000). AID 720582;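 active = inhibition above a per-campaign cutoff equal to the mean of compounds falling between control-based bounds plus 3 SD, cut at about 20% in these data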;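 also: 0% = DMSO wells while the 100% control is not disclosed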
Target sequence (O14672 214-748 limits assumed): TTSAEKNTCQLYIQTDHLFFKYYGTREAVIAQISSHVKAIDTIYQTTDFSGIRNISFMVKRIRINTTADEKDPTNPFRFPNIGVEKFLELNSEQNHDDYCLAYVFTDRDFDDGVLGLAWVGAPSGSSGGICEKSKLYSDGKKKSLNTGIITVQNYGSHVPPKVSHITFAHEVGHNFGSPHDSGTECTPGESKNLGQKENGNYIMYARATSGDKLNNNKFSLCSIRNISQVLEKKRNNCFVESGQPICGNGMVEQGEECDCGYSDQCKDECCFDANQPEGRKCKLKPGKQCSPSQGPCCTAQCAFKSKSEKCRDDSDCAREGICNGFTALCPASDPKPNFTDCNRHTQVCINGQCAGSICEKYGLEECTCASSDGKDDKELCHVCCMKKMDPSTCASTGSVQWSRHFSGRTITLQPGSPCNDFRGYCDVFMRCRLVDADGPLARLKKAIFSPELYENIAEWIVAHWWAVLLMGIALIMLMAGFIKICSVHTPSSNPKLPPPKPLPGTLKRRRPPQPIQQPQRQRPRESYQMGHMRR
Starred values were filed as active, the others as inactive; i = inactive; . = not tested or not shown.

Start of the listing, in advance, 2 compounds:
SMILES	FXN GAA850 act	DAX1 inh-1	PLC-gamma1 inh	PLCb3 inh	DAX1 inh-2	ssDAF-12 act	hcDAF12 agonist	ADAM17 inh	HGIII-sPLA2 inh	hgDAF12 agonist	ADAM10 inh
O=C(C1CCN(S(=O)(=O)c2ccccc2F)CC1)N1CCN(Cc2ccc3c(c2)OCO3)CC1	0.4	-1.2	1	-1	-1.0	-1.6	-1.6	0	-17	-1.6	0
Cc1ccc(-n2c(O)c(/C=N/NC(=O)C3COc4ccccc4O3)c3ccccc3c2=O)cc1 (centres undefined)	2.0	-0.1	-397	-419	-0.9	-1.3	-2.3	-98	13	-0.4	-324

All compounds of this part, from the first entry:
SMILES	FXN GAA850 act	DAX1 inh-1	PLC-gamma1 inh	PLCb3 inh	DAX1 inh-2	ssDAF-12 act	hcDAF12 agonist	ADAM17 inh	HGIII-sPLA2 inh	hgDAF12 agonist	ADAM10 inh
O=C(C1CCN(S(=O)(=O)c2ccccc2F)CC1)N1CCN(Cc2ccc3c(c2)OCO3)CC1	0.4	-1.2	1	-1	-1.0	-1.6	-1.6	0	-17	-1.6	0
Cc1ccc(-n2c(O)c(/C=N/NC(=O)C3COc4ccccc4O3)c3ccccc3c2=O)cc1 (centres undefined)	2.0	-0.1	-397	-419	-0.9	-1.3	-2.3	-98	13	-0.4	-324
C=C(C)COc1ccc(-c2nc(N)ncc2-c2ccc(Cl)cc2)c(O)c1	2.3	-0.1	-10	-18	-1.1	-1.6	-1.7	3	-16	0.1	5
Cc1ccc(-c2ccc(CN3C(C(C)C)C(=O)N(Cc4cn(CCC5OCCO5)nn4)CCS3(=O)=O)cc2)c(C)c1 (centres undefined)	.	2.4	2	2	.	-0.9	1.0	5	-27	-0.9	14
O=C(CSc1c2c(nc3ccc(Cl)cc13)CCCC2)NCc1ccco1	2.4	-0.9	-8	-12	-1.0	-0.6	-0.8	-2	-8	-1.9	-6
O=C(Nc1ccccc1)C1CCCN(S(=O)(=O)c2ccc(-n3cnnn3)cc2)C1 (centres undefined)	-1.2	0.3	7	3	0.2	-1.3	-0.2	3	-9	-0.4	12
CCOC(=O)Cc1n[nH]c(=O)c2ccccc12	3.8	-0.1	-1	-1	-0.4	-0.5	-1.0	-1	-7	1.1	6
c1cc(CN2CCN(C3CCCCCC3)CC2)ccn1	2.2	0.6	-7	-2	1.1	-1.0	0.5	-1	3	3.2	0
COc1cccc(CNC(=S)Nc2ccc3c(c2)c(=O)n(C)n3C)c1	1.6	0.9	i	i	.	-1.1	-1.5	-478	5	0.7	i
CCC(=O)c1cn(CC(=O)Nc2ccc(C)cc2)c2ccccc12	-0.7	0.2	1	-5	1.0	-0.8	-1.0	2	-3	1.6	-1
CC(C(=O)N1CCOCC1)N1C(=O)C2C3CC(C(Br)C3Br)C2C1=O (centres undefined)	2.5	-0.2	3	1	0.0	-1.5	0.1	-1	3	-2.1	3
COc1ccc(CNC(=O)CCC(=O)Nc2nnc(C(C)C)s2)cc1	0.9	-0.2	5	-9	-1.2	-1.6	-0.1	-3	17	-0.1	0
O=C(CN1C(=O)/C(=C/c2ccc(F)cc2)SC1=S)N1CCN(CCc2ccccn2)CC1	-4.4	1.3	-5	-14	-0.7	-1.5	-2.0	-1	-11	2.0	1
COc1ccc(NC(=O)C2(c3ccc(NC(=O)c4ccc(OC(C)=O)cc4)cc3)CCCC2)cc1	0.5	0.7	-1	1	2.1	-1.4	-1.4	-3	-2	-0.1	4
Cc1ccc2c(C)c(C(=O)NCCN3CCCC(O)C3)oc2c1C (centres undefined)	1.7	0.2	4	-7	-0.3	-0.2	-1.2	-1	-3	-0.9	0
Cn1c(=O)oc2cc(S(=O)(=O)N3CCC(C(=O)NCCc4ccccc4)CC3)ccc21	1.8	-0.5	2	-6	0.2	-2.0	-1.2	-2	2	-0.7	1
Cc1ccc2[nH]c3c(=O)n4c(nc3c2c1)SCC4	-0.5	0.5	-8	-7	2.4	-0.6	0.2	-77	0	0.5	-118
O=C(c1ccccc1CCc1ccccc1)N1CCN(c2ccccn2)CC1	-1.4	-0.2	6	3	0.1	-1.9	-2.0	0	-4	0.9	-2
CC1CC(C)CN(C(=O)Cn2ncc3c([nH]c4ccccc43)c2=O)C1 (centres undefined)	-1.6	-1.6	0	-5	-0.3	-0.9	0.3	2	8	-2.3	-16
COc1ccc(CN(CC(=O)NC2CCCCC2)C(=O)CCC(=O)Nc2nccs2)cc1	-1.1	0.2	3	-7	1.1	-0.7	-1.1	-3	6	2.0	6
NC(=O)c1ccc(NCCCN2CCOCC2)c([N+](=O)[O-])c1	1.2	-0.6	4	4	3.0	-1.3	-1.3	1	0	-1.4	8
C#CCSc1nnc(-c2cc3c(C(F)(F)F)nn(C)c3s2)n1C	0.4	-0.5	1	1	0.0	-1.5	-1.4	-2	-10	1.0	7
Cc1cccc(CN2CCc3c([nH]c4ccccc34)C2)c1	0.7	-0.5	-69	-77	-2.0	-0.1	2.8	-17	6	0.8	-32
CCOc1cc(C(=O)NCc2ccncc2)cc(OCC)c1OCC	0.3	-0.1	-2	-1	2.2	-1.0	0.5	0	3	0.3	0
COCCCn1c(CCC(=O)O)ccc1-c1cccs1	0.8	0.3	-187	-204	-0.2	-1.1	-0.4	-199	-7	0.5	i
C=C(C)COc1ccc(-c2[nH]ncc2Oc2ccccc2OCC)c(O)c1	0.4	1.0	-1	2	1.7	-1.3	-0.5	-5	-1	-0.4	-2
Cc1c(NC(=O)c2ccc(S(=O)(=O)Nc3ccccc3F)cc2)c(=O)n(-c2ccccc2)n1C	-0.3	0.3	-1	1	-0.1	-0.8	0.9	-3	-1	0.1	-14
CSc1ccc(C(=S)N2CCN(Cc3ccccc3)CC2)cc1	0.8	-0.9	0	3	-0.2	-0.9	-0.1	-2	2	-2.6	4
CCNC(=S)N/N=C/c1ccc(F)cc1	.	0.2	1	1	.	-1.9	-1.1	-2	3	-1.6	-8
Cc1ccn2c(=O)nc(SCC(=O)NCc3ccccc3Cl)nc2c1	2.1	-0.7	-17	-27	-1.2	-0.8	1.2	-7	-2	1.3	-31
O=C(NC(=S)Nc1cc([N+](=O)[O-])ccc1O)c1ccc2c(c1)OCO2	-0.9	10.0*	3	-2	0.9	0.1	9.2*	6	6	16*	14
Cc1ccc(N(CN2CCCC2=O)C(=O)c2ccccc2)cc1	0.7	-0.1	-2	-5	1.2	-0.6	2.3	-3	-6	5.3	-2
CC1CCCC(NC(=O)CCCn2c(=O)[nH]c3cc(Cl)ccc3c2=O)C1C (centres undefined)	0.2	0.1	3	0	-1.6	-0.9	-1.2	-2	4	0.5	-6
O=[N+]([O-])c1cccc2nc(-c3ccccc3)c(-c3ccccc3)nc12	1.8	-0.1	4	-5	0.5	-0.8	-1.6	0	1	0.1	-3
Cc1cc2ncn(S(=O)(=O)c3ccc(S(=O)(=O)N4CCOCC4)cc3)c2cc1C	3.2	-0.5	6	2	1.5	-0.9	-0.3	-3	-1	2.0	8
CN1CCCC1CCNc1ccc2sc3ccccc3c(=O)c2c1 (centres undefined)	6.8	2.1	-50	-69	1.0	-0.5	1.6	-3	7	4.9	-15
CCOC(=O)c1c(C)[nH]c(C(=O)COc2ccc3ccc(=O)oc3c2)c1C	0.8	1.8	-131	-172	0.7	-1.0	0.3	-187	-6	-1.6	i
O=C(CNC(=O)c1ccc2c(c1)OCCO2)N/N=C/c1ccc(O)cc1O	3.4	-0.3	-13	-16	1.4	-1.5	0.7	-14	3	-1.5	-52
Nc1ccc(-c2nc3cc(N)ccc3n2CCO)cc1	0.8	0.1	i	i	0.2	-1.3	1.7	-394	3	-1.8	i
CCC/C=C/c1ccc(CN2C(C)C(=O)N(Cc3cn(CCC4OCCO4)nn3)CCS2(=O)=O)cc1 (centres undefined)	-1.2	-0.8	-1	2	1.3	-1.1	-1.5	-2	-16	3.8	5
COc1ccccc1CNc1ccc2c(c1)CCC2	1.0	-0.1	-58	-85	1.4	-0.2	4.7	-5	2	0.4	-18
COc1cccc(NC(=O)n2ccc3ccc(-c4ccc5ccn(C(=O)Nc6cccc(OC)c6)c5c4)cc32)c1	.	-2.5	-67	-105	.	-0.9	-0.8	-21	12	-0.9	-72
COc1cccc(-c2nnc(SCc3cc(C)ccc3C)n2Cc2ccco2)c1	.	-1.5	3	2	.	-2.0	-3.5	7	-5	-1.1	11
COc1ccc(C(C(=O)NC(C)(C)C)N(C(=O)CCC(=O)Nc2ccccn2)C2CCCCC2)cc1 (centres undefined)	-1.4	0.1	2	2	-0.2	-0.7	-1.6	1	1	-0.3	0
Cc1ccc(-n2nnnc2CSc2nnc(-c3ccc(O)cc3)o2)cc1	-0.7	-1.1	2	2	0.2	-1.0	-0.7	-1	-24	1.8	1
CCc1ccccc1N1C(=O)CC(N2CCc3ccccc32)C1=O (centres undefined)	-0.3	-0.2	-1	3	1.0	-0.9	-1.2	-1	-7	2.7	-1
Cc1ccc(S(=O)(=O)NCc2ccncc2)c(C)c1C	-2.8	-2.9	4	0	-3.0	-2.3	-3.9	-1	4	-9.0	2
CCOC(=O)c1ccc(N2CN(CC)CNC2=S)cc1	1.9	-0.8	4	6	-0.7	-1.1	-1.4	0	17	2.0	-1
CC(C)n1c(=O)c2ccccc2n1Cc1cn(Cc2ccccc2)nn1	.	-1.7	-47	-58	.	-0.8	-2.4	-86	10	-0.1	-329
COc1ccc(CC(=O)OCC(=O)c2ccc(F)cc2)cc1	0.2	1.3	-2	3	2.8	-0.7	2.1	-3	0	2.9	-8
COc1ccc(-n2ccsc2=S)cc1	2.5	0.4	4	-1	-0.5	-1.6	0.6	2	3	4.0	-3
COc1ccccc1N1CCN(C(=O)c2cc(C)oc2C)CC1	3.4	-0.2	0	-2	-1.0	-1.2	-0.7	1	-7	-1.0	2
CCOC(=O)CSCC(=O)Nc1ccc(S(=O)(=O)N2CCCCC2)cc1	0.3	0.7	5	6	-0.8	-0.8	-2.3	3	1	0.0	7
COc1ccccc1CNC(=O)c1cc(S(=O)(=O)N2CCCCC2)c[nH]1	-3.1	0.0	2	4	0.9	-1.7	-0.8	4	-3	-3.2	4
CC(=O)c1sc(=S)n(-c2ccccc2)c1C	-0.7	0.8	8	0	0.4	-1.6	0.0	3	-1	2.6	0
COCCCNC(=S)Nc1ccc2c(c1)OCCO2	1.1	0.2	1	2	0.6	-0.6	0.9	-2	-3	-1.2	-1
C#CCOCCOCCOCCNc1nc(N2CCN(C(=O)CCCCCCCCCCNC(=O)[C@@H](CCC(=O)O)n3cc(CCCCCN)nn3)CC2)nc(N2CCN(C(=O)CCCCCCCCCCNC(=O)[C@@H](CCC(=O)O)n3cc(CCCCCN)nn3)CC2)n1	-0.6	-0.5	2	-2	1.2	-1.4	-1.3	-4	-16	0.0	-6
Clc1ccccc1Cc1noc(CN2CCN3CCCC3C2)n1 (centres undefined)	3.6	-0.1	0	-1	-1.1	-1.4	-2.0	-4	6	-1.3	-4

From PubChem BioAssay

Compounds were not picked by outcome. Share with any hit: about 6.9%.
